Assay outcomes (PubChem)
PGK inhibitor: T. brucei PGK inhibition. P07378. PGK/GAPDH coupled, Kinase-Glo luminescence, 60 min. Potency, µM (top dose mostly 57.5 µM), for the others: top-dose activity change, negative = inhibition, actives largely listed as inhibitors. 380,000 compounds, 0.043% hits. AID 602233; also: potency is read from the fitted curve at half-maximal effect; % is scaled to controls: 0 for no effect and ±100 for the full control effect; nearly all actives have a fitted effect of over 60% in size
Target sequence (P07378 whole entry, looked up): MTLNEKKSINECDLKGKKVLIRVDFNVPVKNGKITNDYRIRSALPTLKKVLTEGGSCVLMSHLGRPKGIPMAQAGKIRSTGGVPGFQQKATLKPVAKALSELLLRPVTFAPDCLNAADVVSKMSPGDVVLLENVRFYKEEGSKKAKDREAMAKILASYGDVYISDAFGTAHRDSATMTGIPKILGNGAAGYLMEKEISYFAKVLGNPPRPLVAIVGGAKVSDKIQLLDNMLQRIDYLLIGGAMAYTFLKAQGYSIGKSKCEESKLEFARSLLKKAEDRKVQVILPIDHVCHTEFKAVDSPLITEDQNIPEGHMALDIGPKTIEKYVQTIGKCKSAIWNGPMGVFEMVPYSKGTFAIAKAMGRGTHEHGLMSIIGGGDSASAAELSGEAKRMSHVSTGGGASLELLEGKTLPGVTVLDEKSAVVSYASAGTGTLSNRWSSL
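Recombinant glycosomal PGK reaction used 1,3-bisphosphoglycerate generated in-well by GAPDH (100nM final) in 100mM TEA pH 7.6, 5mM MgCl2, 0.01% Tween-20. After 60 minutes at room temperature, ATP was read by Kinase-Glo Plus luminescence end-point.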
Apoferritin bind: binds horse apoferritin like a general anesthetic; apoferritin/1-aminoanthracene competitive binding, fluorescence; AID 485281; Potency, µM (titrated, usually from 77.5 µM), for inactives: at the highest dose activity change, negative = displacement, most hits filed as inhibitors; P02791; 350,000 compounds, 0.074% hits; also: potency is read from the fitted curve at half-maximal effect; % is scaled to controls: 0 for no effect and ±100 for the full control effect; nearly all actives have a fitted effect of over 20% in size
Target sequence (P02791 2-175 limits assumed): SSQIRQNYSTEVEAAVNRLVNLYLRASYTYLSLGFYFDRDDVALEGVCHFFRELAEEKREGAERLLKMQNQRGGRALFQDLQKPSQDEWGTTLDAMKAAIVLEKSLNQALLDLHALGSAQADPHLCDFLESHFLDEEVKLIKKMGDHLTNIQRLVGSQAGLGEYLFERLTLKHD
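Concentration-response curves derived by four-parameter Hill fitting of normalized fluorescence, where compounds displaced 1-AMA from 10 uM horse apoferritin following a brief 10 min room-temperature incubation; propofol titration acted as positive control.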
Pol iota inh: DNA polymerase iota (human) inhibition; AID 588590; Pol iota fluorescent replication assay, 10 min; 390,000 compounds, 1% hits; Q9UNA4; Potency, µM (doses to about 115 µM), for inactives: at the highest dose activity, negative = inhibition, most hits filed as inhibitors; also: potency is read from the fitted curve at half-maximal effect
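Fluorescent replication assay read twice, at 0 min and 10 min after adding 50 nM (final) substrate. Enzyme (10 nM) and compounds were first incubated 15 min at room temperature; enzyme-free buffer wells were negative controls.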
APE1 inh: APE1 (human) endonuclease inhibition | recombinant APE1, TAMRA/BHQ-2 abasic DNA cleavage fluorescence | 350,000 compounds, 0.35% hits | Potency, µM (top dose mostly 65.8 µM), without a hit: at the top dose activity change, negative = inhibition, actives largely listed as inhibitors | P27695;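 also: potency is read from the fitted curve at half-maximal effect; plate controls were vehicle for no effect and reference inhibitor for full effect; nearly all actives have a fitted effect of over 55% in size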
Target sequence (P27695 whole entry, looked up): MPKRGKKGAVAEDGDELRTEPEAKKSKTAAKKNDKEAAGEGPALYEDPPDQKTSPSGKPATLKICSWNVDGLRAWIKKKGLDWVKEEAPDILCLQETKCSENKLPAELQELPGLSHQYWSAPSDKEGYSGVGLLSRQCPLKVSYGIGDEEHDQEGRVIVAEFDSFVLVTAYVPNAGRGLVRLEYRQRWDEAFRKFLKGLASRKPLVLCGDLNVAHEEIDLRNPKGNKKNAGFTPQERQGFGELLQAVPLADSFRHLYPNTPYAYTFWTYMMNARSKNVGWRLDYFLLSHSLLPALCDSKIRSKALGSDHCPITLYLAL
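0.75 nM APE1 + cpd, 15 min RT; start w/ 50 nM TAMRA/BHQ-2 THF-abasic dsDNA; kinetic fluor 525/598 nm ×3 reads @60 s; Δ(read3−read1); normalized to DMSO and NSC13755 control wells.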
RXFP1 antag: antagonists of human relaxin receptor RXFP1 | 350,000 compounds, 0.59% hits | AID 1259400 | Q9HBX9 | activity change, negative = inhibition, % at 57.5 µM | HEK293-RXFP1, relaxin-stimulated cAMP HTRF, 30 min; stronger effect = lower value;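 active = activity change of -60% or lower, but not beyond a set lower limit; inconclusive = change between -60% and -40%, or beyond the set limit; inactive = change above -40%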; also: % is scaled to controls: 0 for no effect and ±100 for the full control effect
Pol kappa inh: blocks human DNA polymerase kappa activity; AID 588579; Q9UBT6; 400,000 compounds, 0.53% hits; purified Pol kappa, fluorescent DNA synthesis assay, 10 min; Potency, µM (top dose mostly 107 µM), inactives show at the highest dose activity, negative = inhibition, usual class: inhibitors; also: potency is read from the fitted curve at half-maximal effect; % is scaled to controls: 0 for no effect and ±100 for the full control effect
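First, compounds were pin-transferred onto 10 nM Pol kappa. After 15 min at room temperature, substrate was added to 50 nM final. Fluorescence was then measured kinetically at 0 and 10 min.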
POLB inh: blocks human DNA polymerase beta activity | P06746 | Pol beta primer extension/strand displacement, fluorescence kinetic | Potency, µM (highest dose often 114 µM), for the others: at the top dose activity change, negative = inhibition, actives largely listed as inhibitors | 340,000 compounds, 1.3% hits; also: potency is read from the fitted curve at half-maximal effect; % is scaled to controls: 0 for no effect and ±100 for the full control effect
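Pol beta (10 nM) was preincubated with compound for 15 min at room temperature. The reaction was then started with 50 nM substrate and read immediately and after a further 10 min at room temperature.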
Pol eta inh: inhibitors of human DNA polymerase eta; 390,000 compounds, 1.2% hits; AID 588591; recombinant Pol eta, fluorescent DNA replication assay; Potency, µM (doses to about 114 µM), for inactives: at the highest dose activity change, negative = inhibition, most hits filed as inhibitors; Q9Y253; also: potency is read from the fitted curve at half-maximal effect; % is scaled to controls: 0 for no effect and ±100 for the full control effect
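Fluorescent replication assay: 50 nM final substrate added after a 15 min room-temperature compound preincubation with 10 nM enzyme. Signal taken at 0 min and again at 10 min.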
BLM inh: inhibitors of human Bloom syndrome helicase BLM. P54132. recombinant BLM DNA unwinding, fluorescence dequenching. Potency, µM (top dose mostly 56.1 µM), for the others: at the highest dose activity change, negative = inhibition, actives largely listed as inhibitors. 350,000 compounds, 0.2% hits;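 also: potency is read from the fitted curve at half-maximal effect; plate controls were vehicle for no effect and no enzyme for full effect; nearly all actives have a fitted effect of over 35% in size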
* marks the source's active call; other numbers are inactive results; i = inactive; ? = inconclusive; . = not tested or not shown; [ ] = dose if it differs, or a comment. Unless noted, calls follow the shape of the dose curve; as a rule, active = well fitted curve in the direction sought with a large enough effect; inconclusive = small, poorly fitted or top-dose-only effect, or another doubt; inactive = no such curve, though single readings can be large; an effect the other way counts as inactive or inconclusive. This is a subset; rates above refer to the full screens.

Values in the order: APE1 inh	Pol iota inh	Pol kappa inh	Apoferritin bind	POLB inh	PGK inhibitor	RXFP1 antag	Pol eta inh	BLM inh
1. O=C(/C=C/c1ccc(Br)cc1)NCCCn1ccnc1
→ -8.5%	9.0%	-7.7%	-5.7%	15.3%	-0.4%	3.3	-4.1%	-8.4%
2. COc1cccc(N2C(=O)Nc3ccc(Br)cc3C2(O)C(=O)NCCCN(C)C)c1 (stereo not drawn)
→ 11.1%	15.2%	-8.6%	-4.1%	23.5%	5.8%	-1.9	-24.4%	-1.3%
3. Cc1ccc(C)c(NC(=O)CN(C)C(=O)[C@@H](NC(N)=O)C(C)C)c1
→ -0.5%	28.1%	-15.8%	3.2%	-0.9%	7.6%	-15.4	-12.0%	2.4%
4. O=C(Nc1cccc(Br)c1)c1ccc2nc(N3C(=O)CCC3=O)sc2c1
→ -9.3%	7.7%	-1.0%	-23.6%	2.0%	-7.6%	-13.3	?	-6.3%
5. CSc1nnc(-c2ccccc2Cl)o1
→ 10.1%	9.2%	4.8%	-13.5%	-0.3%	0.9%	0.5	-6.3%	-3.0%
6. CCOC(=O)N1CCN(C(=O)COc2ccc(S(=O)(=O)NCC(C)C)cc2C)CC1
→ -3.1%	29.2%	-9.7%	-6.9%	32.2%[activator]	0.9%	-9.9	-13.1%	-2.7%
7. CC(C)C(=O)Nc1cccc(-c2nc3ncccc3o2)c1
→ 15.3%	-6.3%	4.7%	-9.2%	-4.4%	2.9%	2.4	1.4%	-6.8%
8. COC(=O)c1ccc(=O)n(Cc2ccco2)c1
→ 13.8%	15.4%	-10.3%	-8.3%	3.5%	-5.8%	.	9.5%	-5.4%
9. CC1=Nc2cccc3cccc(c23)N1
→ 6.8%	?	0.2%	-15.1%	4.2%	-0.9%	-9.5	-8.8%	-8.4%
10. COc1ccc(NC(=O)CSc2nnc(-c3cccc(O)c3)o2)cc1
→ 40.0%[12.4 µM]	-8.9%	-9.7%	0.3%	1.2%	-7.9%	-3.4	-9.9%	-2.9%
11. Cc1cc2n(n1)C(c1ccccc1Cl)Nc1ccccc1-2 (stereo not drawn)
→ 8.0%	-4.6%	-1.1%	?	0.7%	-2.0%	-5.2	-16.7%	-4.7%
12. Cc1cccc(NCC(=O)N/N=C/c2ccc(Br)cc2)c1
→ 4.8%	113.5%[activator]	-13.4%	-8.7%	?	-1.1%	-7.8	8.8%	-11.6%
13. COc1cccc(NC(=S)N(CCc2c(C)[nH]c3ccccc23)Cc2cccs2)c1
→ -9.8%	-3.5%	2.1%	-8.9%	?	-1.5%	.	-10.7%	-11.4%
14. Cc1cccc(OCc2nnc(NC(=O)Cc3cccs3)s2)c1
→ 3.2%	1.3%	-8.5%	-6.3%	?	-5.8%	-3.7	4.9%	-1.1%
15. Cc1cc(C(=O)Nc2cccc3c2O[C@H](CN(C)CC2CC2)[C@@H](C)CN([C@H](C)CO)C3=O)n(C)n1
→ 45.4%[activator]	18.9%	6.5%	.	.	10.4%	.	-17.3%	.

Further entries
Values in the order: APE1 inh	Pol iota inh	Pol kappa inh	Apoferritin bind	POLB inh	PGK inhibitor	RXFP1 antag	Pol eta inh	BLM inh
16. N#Cc1c(-c2ccccc2)ccn(Cc2ccccc2Cl)c1=O
→ -4.9%	-4.0%	-26.0%	?	6.1%	-1.8%	3.4	-7.0%	-2.8%
17. Cc1cc(NC(=O)c2cc(-c3ccco3)on2)no1
→ -3.5%	9.7%	0.0%	-5.1%	7.4%	i	10.7	-8.6%	-4.2%
18. Cc1ccn2c(C(=O)c3ccc(Cl)cc3)cnc2c1
→ 4.2%	-1.0%	-11.1%	?	-28.2%	1.0%	17.5	-11.3%	-4.1%
19. O=C1CC(c2ccccc2)Cc2[nH]c(=O)c(-c3nc(-c4ccc(Cl)c(Cl)c4)cs3)cc21 (stereo not drawn)
→ .	1.8%	4.5%	-0.8%	6.0%	5.8%	-4.8	-9.0%	-6.3%
20. C=CCOc1ccc(CN(C)CC(=O)Nc2ccc3c(c2)CCC3)cc1
→ -6.4%	-11.9%	-9.9%	5.3%	-19.0%	-1.7%	-15.0	-19.5%	-7.4%
21. O=C(Nc1ccc(N2CCCCC2)cc1)c1cc(S(=O)(=O)N2CCOCC2)ccc1F
→ -14.2%	15.5%	-4.9%	.	.	4.3%	-20.8	-7.5%	.
22. CCN(C(=O)COC(=O)c1nc(Cl)ccc1Cl)C1CCS(=O)(=O)C1 (stereo not drawn)
→ -13.9%	18.1%	-15.7%	.	.	0.0%	1.0	-7.4%	.
23. Cc1ccc(-c2cc(C(=O)Nc3ccc(S(=O)(=O)Nc4nccs4)cc3)c3ccccc3n2)c(C)c1
→ -5.7%	?	-21.4%	2.2%	0.0%[57.1 µM]	-6.6%	?	35.5µM*	-20.1%
24. CCOc1ccc(C2CC(c3cccc(C)c3)n3ncnc3N2)cc1 (stereo not drawn)
→ 30.4%[activator]	57.0%[activator]	14.4%	-9.9%	12.2%	i	.	-11.1%	-4.7%
25. Cc1ccc(OCCn2c(Br)nc3c2c(=O)n(C)c(=O)n3C)cc1
→ 3.3%	0.7%	-0.9%	-5.1%	11.3%	i	4.6	-7.3%	6.3%
26. COc1cccc(-n2nnc3c(=O)n(CC(=O)OCc4ccccc4)cnc32)c1
→ -0.2%	27.5%	-4.8%	0.2%	11.2%	-1.6%	-14.1	-7.9%	-5.6%
27. COc1ccc(-c2noc(CNC(=O)c3ccccc3Br)n2)cc1
→ .	27.4%	-20.7%	0.2%	2.8%	-9.0%	2.5	-12.8%	2.4%
28. O=C(CN1C(=O)C(=O)c2ccccc21)c1ccccc1
→ -3.2%	-24.6%	6.6%	-1.6%	33.9%	.	7.2	-2.9%	-6.3%
29. CN(C)C(CNC(=O)Cc1cccc(C(F)(F)F)c1)c1ccco1 (stereo not drawn)
→ -0.6%	98.9%[activator]	-16.4%	?	0.1%	3.0%	-10.1	-13.5%	-4.2%
30. CS(=O)(=O)N(CC(=O)NC1CC2CCC1C2)c1cccc(C(F)(F)F)c1 (stereo not drawn)
→ 6.0%	24.6%	-9.7%	-2.1%	-10.2%	-8.2%	13.9	-17.3%	-10.6%

(next part)
Values in the order: APE1 inh	Pol iota inh	Pol kappa inh	Apoferritin bind	POLB inh	PGK inhibitor	RXFP1 antag	Pol eta inh	BLM inh
31. Cc1ccc(C)c(NC(=O)CSc2nnc(-c3ccncc3)o2)c1
→ 18.3%	60.0%[activator]	-2.2%	6.5%	28.0%	-1.0%	-1.4	9.8%	-9.9%
32. Cc1ccc(NC(=O)CSc2ncc3c(n2)-c2ccccc2N(C)S3(=O)=O)c(Cl)c1
→ .	25.1%	5.9%	5.2%	0.8%	-4.1%	0.7	-16.5%	-5.1%
33. CN1CCN(c2nc(-c3ccc(Cl)cc3Cl)nc3ccccc23)CC1
→ 3.0%	31.9%[activator]	-4.1%	-3.8%	-0.5%	i	4.7	-25.9%	-12.0%
34. CCOc1ccc(C=NNc2ccc(S(=O)(=O)Nc3ccccc3C(=O)O)cc2[N+](=O)[O-])cc1OC
→ 16.8µM*	?	?	.	.	?	0.0	?	.
35. CC(C)CCN1CCN(Cc2cccc(-n3cccn3)c2)CC1CCO (stereo not drawn)
→ -10.1%	23.5%	2.2%	-5.6%	?	-4.1%	2.8	-7.8%	-3.2%
36. Nc1scc2c(C(=O)N/N=C/c3ccc(Cl)cc3)nn(-c3ccccc3)c(=O)c12
→ ?	6.31µM*	?	?	22.9%	-8.0%	-9.0	-5.4%	-20.8%
37. COc1cc(Cl)c(S(=O)(=O)N2CCN(c3c(C)cccc3C)CC2)cc1Cl
→ .	4.5%	10.0%	-0.2%	17.7%	-6.6%	.	-7.6%	-8.6%
38. CCOCCCN(C(=O)CNC(=O)c1ccco1)C(C(=O)NC1CCCC1)c1ccccc1C (stereo not drawn)
→ -0.7%	-12.8%	-0.8%	-6.0%	26.3%	7.3%	9.2	-10.4%	-5.3%
39. COc1ccc(N/C(=C/[N+](=O)[O-])SC)cc1
→ -2.6%	52.0%[activator]	-7.3%	-19.7%	5.2%	4.7%	?	-12.5%	-2.0%
40. CC(C)Cn1c2c(c(=O)[nH]c1=O)C(NS(=O)(=O)c1ccc(Cl)cc1)(C(F)(F)F)C(=O)N2 (stereo not drawn)
→ 20.6%	-6.7%	-2.0%	3.7%	25.3%	i	18.7	-8.1%	1.5%
41. Cc1cccc(Cn2cc(/C=C(/C#N)C(=O)Nc3cccc(Cl)c3)c3ccccc32)c1
→ .	16.8%	-19.6%	77.8%[activator]	-0.6%	i	-11.2	-11.6%	-6.2%
42. CN(CC(=O)Nc1ccccc1Br)C(=O)c1ccccc1-c1nc2ccccc2s1
→ 9.4%	-18.3%	-7.7%	-8.8%	-0.7%	-4.3%	-4.2	-13.3%	-5.2%
43. CCC1(C)NC(C(=O)O)Cc2c1[nH]c1ccccc21 (stereo not drawn)
→ 21.0%	17.0%	0.8%	0.6%	3.6%	-0.5%	16.4	-12.1%	-0.9%
